Screens as filed in PubChem BioAssay.
PGC1a acetyl inh: inhibitors of PGC1a acetylation signal, primary screen, cell-based, U2OS, AlphaScreen, inhibitor mode | AlphaScreen anti-acetyl-lysine; with virally co-expressed GCN5 acetyltransferase | 0.17% of 350,000 active | inhibition, % at 15.6 µM;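 active means every replicate shows inhibition of at least 40%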;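 further: 0% = neutral control wells and 100% = positive control wells; some results beyond the cut were filed as inactive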
PglD DTNB: C. jejuni PglD acetyltransferase inhibitors, primary screen, biochemical, DTNB colorimetric, single point; UDP-N-acetylbacillosamine N-acetyltransferase PglD (Campylobacter jejuni); purified PglD enzyme, DTNB colorimetric CoA detection; inhibition, % at 12.5 µM; 0.098% of 360,000 active; AID 602405, 2012; in the data active means inhibition above about 16%, passing the limit was not always enough; further: strong numbers were not always called active
An asterisk follows results filed as active.

PGC1a acetyl inh	PglD DTNB	Structure
8	-2	Cc1nc2ccccc2c2nc(N)nn12
20	-1	COCCCNC(NC(=O)c1ccc(Cl)cc1)C(Cl)(Cl)Cl (configuration not stated)
3	7	CCOC(=O)N1CCC(NC(=O)CS(=O)Cc2nc(-c3ccc(OC)c(OC)c3)oc2C)CC1 (configuration not stated)
-14	-4	O=C(/C=C/c1c(F)cccc1Cl)c1ccc(F)cc1
0	4	CCc1nc(SCC(=O)N2CCc3cc(OC)c(OC)cc3C2)c(C#N)cc1C
-5	6	COc1cc(OC)c(NC(=O)c2ccoc2C)cc1Cl
-2	0	Cc1cc(/C=N/n2cnnc2)c(C)n1-c1ccc(Cl)cc1Cl
5	6	O=C(c1ccc(S(=O)(=O)N2CCCCCC2)cc1)N1CCN(c2ccccn2)CC1
8	0	O=C(Nc1ccc(F)cc1)C(=O)c1c(O)[nH]c2ccc([N+](=O)[O-])cc12
-5	1	CSc1ccn(CCC(=O)O)c(=O)n1
5	-4	COc1cccc(C(=O)Nc2ccc3c(cc2=O)[C@@H](NC(C)=O)CCc2cc(OC)c(OC)c(OC)c2-3)c1
1	0	COc1ccc2nc(CC(C)(C)CC(=O)O)c[n+]([O-])c2c1
0	0	O=C(O)CCCC(=O)Nc1ccc(N2CCCC2)cc1
0	-1	CCc1nc(C)ccc1OCC(=O)N(CC)CC
-8	0	COc1ccc(Cn2c(C)c(C)c(C#N)c2NC(=O)Nc2cccc(C)c2)cc1
2	12	O=C(NCc1ccco1)Nc1ccc(Br)cc1
-4	10	Cc1ccccc1CS(=O)(=O)CCC(=O)NCc1ccccn1
16	-4	O=C(Nc1ccc(N2CCN(C(=O)c3ccccc3)CC2)c(Cl)c1)c1cccnc1
7	14	COc1ccc(C(=O)Cn2c(=O)c(CCC(=O)O)nn3c4ccccc4nc23)cc1OC
-3	3	O=C(Nc1nccs1)C1CCCN1S(=O)(=O)c1ccc(F)cc1 (configuration not stated)
-6	2	COC(=O)C(C)Oc1ccc(-c2nccc(-c3cccs3)n2)cc1 (configuration not stated)
-8	1	COc1cc2c(C)nc(C)c(C#N)c2cc1OC
0	-2	COc1cccc(CNC(=O)C2CCCN(c3nn4c(=O)cc(C)nc4s3)C2)c1 (configuration not stated)
2	5	CCCc1cc(=O)oc2cc(OCC(=O)Nc3cc(C)on3)ccc12
9	-5	O=C(c1cccc(C(=O)N2CCN(c3ccccc3F)CC2)c1)N1CCN(c2ccccc2F)CC1

Next part
PGC1a acetyl inh	PglD DTNB	Structure
2	-3	O=C(COc1ccc(Cl)cc1)Nc1ccccc1CO
7	7	CCOc1ccc(N2CC(C(=O)Nc3ccc(N4CCOCC4)cc3)CC2=O)cc1 (configuration not stated)
3	-5	COc1ccc(CCNC2CCN(C)CC2)cc1OC
-10	-11	O=C(O)CN1CCCC1=Nc1ccccc1
6	-2	CCNc1nc(N)nc(-c2cc(Cl)ccc2O)n1
6	6	CCOC(=O)C1=C(O)/C(=C\c2ccc(CNC(=O)C(=O)Nc3ccccc3)o2)N=C1C
4	1	CC(C)=CCC/C(C)=C/CNC(=O)C[C@H]1C[C@H](C(=O)N2CCCCC2)[C@@]2(CCc3ccccc3)c3[nH]c4cc(-c5ccco5)ccc4c3CCN2C1=O
-8	1	COc1cc(NC(=S)N2CCN(C(c3ccccc3)c3ccccc3)CC2)cc(OC)c1
-6	10	O=C(OCCN(C1=NS(=O)(=O)c2ccccc21)c1ccc(Cl)cc1)c1ccco1
14	1	Cn1c(=O)c(C(=O)Nc2ccccn2)c(O)c2ccccc21
2	2	Clc1cccc(CON/C=N/c2ncnc3sccc23)c1
-7	2	Cc1ccc(C(=O)c2ccc(N3CCOCC3)c(F)c2)cc1
0	-8	COc1ccccc1Cn1nnc2c(=O)[nH]c(C3CCN(C(=O)c4ccc(F)cc4)CC3)nc21
13	-2	CCSc1nc2cc(C(=O)OC)ccc2c(=O)n1CC
-8	-8	COc1ccc(/C=C(/C#N)C(=O)Nc2ccc(C)cc2C)cc1C(=O)O
9	8	CCC(C)Nc1nc(OC(C(F)(F)F)C(F)(F)F)nc(OC(C(F)(F)F)C(F)(F)F)n1 (configuration not stated)
-8	4	CCOC(=O)c1nnc(-c2ccccc2)nc1Oc1ccc(Cl)cc1
-2	2	CCOc1ccc2oc(=O)cc(C)c2c1
16	-2	Cc1nc2ccccc2c(=O)n1NCc1cccs1
11	0	CCOC(=O)C(C(=O)Nc1nccs1)C1CCCCC1 (configuration not stated)
-7	0	Cn1c(CCc2ccccc2)nnc1SCC(=O)N1CCCC1
-20	-4	COc1ccc(N2CCN(C(c3cccs3)C(C)NC(=O)c3ccco3)CC2)cc1 (configuration not stated)
1	-1	Cc1ccc(-c2ccc(/C=C3\C(=O)ON=C3c3ccccc3)o2)c([N+](=O)[O-])c1
-2	-2	O=C(Nc1cccc(Cl)c1N1CCCC1)c1cc2ccccc2o1
-8	2	S=c1[nH]nc(COc2ccc3c(c2)OCO3)n1-c1ccccc1

Arranged by molecular weight (largest number first): 4 of the compounds above
PGC1a acetyl inh	PglD DTNB	Structure
7	7	CCOc1ccc(N2CC(C(=O)Nc3ccc(N4CCOCC4)cc3)CC2=O)cc1 (configuration not stated)
-8	4	CCOC(=O)c1nnc(-c2ccccc2)nc1Oc1ccc(Cl)cc1
2	2	Clc1cccc(CON/C=N/c2ncnc3sccc23)c1
-7	2	Cc1ccc(C(=O)c2ccc(N3CCOCC3)c(F)c2)cc1

Next results.
PGC1a acetyl inh	PglD DTNB	Structure
8	2	Cc1cc(S(=O)(=O)N(C)CCc2ccccc2)ccc1-n1cnnn1
8	-1	Cc1nc(SCc2ccc([N+](=O)[O-])cc2)nc2ccccc12
8	7	CC(=O)c1cccc(NC(=O)CN(c2ccccc2)S(C)(=O)=O)c1
5	5	CC1CCCN(C(=O)COC(=O)c2n[nH]c3ccccc23)C1 (configuration not stated)
5	5	Nc1nnnn1/N=C/c1ccccc1C(F)(F)F
-1	-2	COc1ccccc1C1c2ccc3ccccc3c2Oc2ncn(CCCO)c(=N)c21 (configuration not stated)
-6	-2	O=[N+]([O-])CC1(n2nc3ccccc3n2)CCCCC1
13	-1	O=C(CN1C(=O)COc2ccccc21)Nc1ccc2c(c1)OCCO2
-21	-4	COCCn1c(N)c(C(=O)OCc2ccccc2)c2nc3ccccc3nc21
-2	0	COc1cccc(N(C(=O)CNC(=O)c2ccco2)C(C(=O)NC2CCCC2)c2ccncc2)c1 (configuration not stated)
2	-3	CCOC(=O)C1CCN(C(=O)Nc2ccc(Cl)cc2)CC1
0	-2	CC1CCc2c(nc3ncnn3c2N2CC(C)OC(C)C2)C1 (configuration not stated)
-7	-8	COc1ccccc1N1CCN(C(=O)c2oc3cc(C)c(C)cc3c2C)CC1
5	-7	C=CCn1c(-c2cccs2)nc2nc3ccccc3nc21
1	0	CCOc1ccc(NC(=O)C2CC(=O)N(c3cc(C)cc(C)c3)C2)cc1 (configuration not stated)
4	4	O=C(Nc1cccc2cccnc12)c1ccc(Br)cc1Br
10	-1	CCOc1cc2c(C#N)c(N3CCCCC3)nc(N)c2c(N)n1
26	-4	CCn1cc(C(=O)OCC(=O)Nc2c(C)n(C)n(-c3ccccc3)c2=O)c(=O)c2ccc(C)nc21
-9	0	COc1ccc(OCCn2c(C)c(/C=N/n3cnnc3)c3ccccc32)cc1
1	-7	O=C(Nc1ccc2snnc2c1)Nc1cccc2ccccc12
-2	0	Cc1sc2ncnc(N3CCN(c4ncccn4)CC3)c2c1C
8	8	O=C(c1ccc(=O)oc1)N1CCCc2ccccc21
-11	0	CC(=O)O[C@H]1C2OC(=O)C(C)=C2[C@@H]2OC(=O)[C@]3(CCC4OC41C)OC23 (some centres not stated)
15	1	COc1ccc2c(c1)c1ncn(Cc3ccco3)c(=O)c1n2C
-12	0	CS(=O)(=O)N(CC(=O)N1CCN(c2ccccc2F)CC1)c1cc(C(F)(F)F)ccc1Cl

A draw from above in order of length of the SMILES, smallest number first.
PGC1a acetyl inh	PglD DTNB	Structure
5	5	Nc1nnnn1/N=C/c1ccccc1C(F)(F)F
8	8	O=C(c1ccc(=O)oc1)N1CCCc2ccccc21
5	-7	C=CCn1c(-c2cccs2)nc2nc3ccccc3nc21
1	-7	O=C(Nc1ccc2snnc2c1)Nc1cccc2ccccc12
-2	0	Cc1sc2ncnc(N3CCN(c4ncccn4)CC3)c2c1C
-6	-2	O=[N+]([O-])CC1(n2nc3ccccc3n2)CCCCC1
-2	-2	O=C(Nc1cccc(Cl)c1N1CCCC1)c1cc2ccccc2o1
5	5	CC1CCCN(C(=O)COC(=O)c2n[nH]c3ccccc23)C1 (configuration not stated)
-8	2	S=c1[nH]nc(COc2ccc3c(c2)OCO3)n1-c1ccccc1
13	-1	O=C(CN1C(=O)COc2ccccc21)Nc1ccc2c(c1)OCCO2
8	2	Cc1cc(S(=O)(=O)N(C)CCc2ccccc2)ccc1-n1cnnn1
-21	-4	COCCn1c(N)c(C(=O)OCc2ccccc2)c2nc3ccccc3nc21
8	7	CC(=O)c1cccc(NC(=O)CN(c2ccccc2)S(C)(=O)=O)c1
-7	-8	COc1ccccc1N1CCN(C(=O)c2oc3cc(C)c(C)cc3c2C)CC1
-1	-2	COc1ccccc1C1c2ccc3ccccc3c2Oc2ncn(CCCO)c(=N)c21 (configuration not stated)
-12	0	CS(=O)(=O)N(CC(=O)N1CCN(c2ccccc2F)CC1)c1cc(C(F)(F)F)ccc1Cl
-11	0	CC(=O)O[C@H]1C2OC(=O)C(C)=C2[C@@H]2OC(=O)[C@]3(CCC4OC41C)OC23 (some centres not stated)
26	-4	CCn1cc(C(=O)OCC(=O)Nc2c(C)n(C)n(-c3ccccc3)c2=O)c(=O)c2ccc(C)nc21

The list continues:
PGC1a acetyl inh	PglD DTNB	Structure
2	0	CCCc1nnc(NC(=O)CSc2ncn[nH]2)s1
-19	2	O=S(=O)(c1ccccc1)c1nc(Nc2ccccc2N2CCOCC2)sc1Cl
-13	2	COc1ccc(NC(=O)[C@@H]2[C@@H]3C(=O)N(C4CCCCC4)C(=O)[C@@H]3C3c4ccccc4C=CN32)cc1 (some centres not stated)
9	4	CSC(=NNC(=O)c1ccc(O)cc1)SC
5	-2	COc1ccccc1NC(=O)CN1CCN(CC(=O)Nc2ccc3c(c2)OCO3)CC1
2	2	CC(C)C1Oc2ccccc2N(CC(=O)N(Cc2ccccn2)CC2CCCO2)C1=O (configuration not stated)
-40	2	COc1cc(OC)c(S(=O)(=O)N2CCCCC2)cc1S(=O)(=O)N1CCCCC1
-10	2	COC(=O)c1sc2ccccc2c1-n1cccc1C(=O)C(=O)Nc1ccccc1
-21	0	COc1ccc(C2C(C#N)=C(N)Oc3cc(C)n(CCN4CCOCC4)c(=O)c32)cc1OC (configuration not stated)
-18	2	Cc1ccc(-c2nc3ccccc3s2)cc1S(=O)(=O)N1CCOCC1
4	1	Cc1nc(SCC#N)c2c3c(sc2n1)CCC3
-1	-2	C=CCNC(=O)C(C)Sc1ccc(Cl)cc1 (configuration not stated)
-7	-5	O=Cc1cn(CC(=O)N2CCCc3ccccc32)c2ccccc12
11	-7	CC(C)C[C@H](NC(=O)OC(C)(C)C)C(=O)N1CCC(C(=O)O)CC1
10	-1	C/C(Cl)=C\Cn1c(=O)c2c(nc3n2CCS3)n(C)c1=O
-5	-7	O=C(NC1CCCC1)C(c1ccsc1)N(Cc1ccccc1)C(=O)Cc1cccs1 (configuration not stated)
9	0	CCCn1c(C)cc(=O)c2cc(NC(=O)c3ccccn3)ccc21
-3	4	CC(=O)Nc1ccc(C(=O)NC(CC(=O)O)c2ccc(Cl)cc2)cc1 (configuration not stated)
-13	0	COc1ccccc1NC(C)=O
-1	-2	N#C/C(C(=O)NCc1ccco1)=C1/SC(Cc2ccc(F)cc2)C(=O)N1c1ccccc1 (configuration not stated)
3	0	COC(=O)N/C(C)=C1/NC(=O)c2ccccc2C(c2ccccc2)N1 (configuration not stated)
7	1	CCOC(=O)C1=C(C)NC(=O)NC1c1cccnc1 (configuration not stated)
-3	-4	C=CCn1c(SCC(=O)N2CCOCC2)nc(O)c(Cc2ccccc2)c1=O
-7	5	Cc1ncc(S(=O)(=O)c2ccccc2)c(-c2ccc(Cl)cc2Cl)n1
-1	0	CCOc1ccc(C2C(C#N)=C(N)Oc3cc(C)n(CCN4CCOCC4)c(=O)c32)cc1OCC (configuration not stated)

Further compounds follow.
PGC1a acetyl inh	PglD DTNB	Structure
2	3	Cc1c(C(=O)NCc2ccccn2)oc2ccccc12
-1	1	O=C(Cc1ccc(Cl)cc1)Nc1ccccc1CO
8	-1	COc1ccc(/C=N/Nc2nnc(-c3ncc[nH]3)c3ccccc23)cc1
7	5	Cc1nnc(SCc2cnc(-c3ccc(C(C)C)cc3)s2)n1C
3	-3	O=C(O)COc1ccccc1C1C2C(=O)N(c3ccccc3)C(=O)C2ON1c1ccccc1 (configuration not stated)
-6	3	O=C(C(Cc1ccccc1)N1C(=O)C2C3C=CC(C3)C2C1=O)N1CCCCC1 (configuration not stated)
4	3	CCC(=O)N1CCCc2cc(S(=O)(=O)N3CCC(N4CCCCC4)CC3)ccc21
-29	8	COc1ccc(-c2oc(NC(=O)c3ccc(C)cc3)c(C#N)c2-c2ccc(OC)cc2)cc1
0	3	CCc1ccccc1NC(=O)CCc1nc(-c2ccc(C)cc2)no1
2	1	COC(=O)[C@H](CCSC)NC(=O)NC1CCN(Cc2ccccc2)CC1
-12	1	COc1ccc(NC(=O)C2CCC(=O)N2S(=O)(=O)c2ccc(C)cc2)c(OC)c1 (configuration not stated)
-4	7	O=C(/C=C/c1ccco1)NC(=S)Nc1cccc(-c2nc3ccccc3s2)c1
2	0	Cc1ccccc1OCCSc1nnc(-c2ccncc2)n1C
4	-2	O=C1Nc2cc(C(=O)N3CCN(Cc4ccccc4)CC3)ccc2SC1N1CCOCC1 (configuration not stated)

Not all compounds are listed. The share of hits here may be higher or lower than overall.
